GPR55 LPI antagonism – GPR55 antagonists blocking LPI-driven arrestin recruitment, primary screen, imaging, U2OS, beta-arrestin-GFP, LPI agonist (AID 2013); U2OS GPR55 beta-arrestin-GFP translocation imaging, LPI antagonism; higher % means a stronger effect; one-dose inhibition, % at 10 µM; IC50 in µM for titrated hits; hit rate 0.13% among 290,000;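 active means spots per cell inhibited over 60%, with over 100 cells counted and total cytoplasm intensity under 500,000; inconclusive means wells with under 100 cells, flagged as likely toxic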;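 further: U2OS cells stably carrying GPR55 and arrestin-GFP stimulated by 5 µM LPI near EC80; imaged beta-arrestin-GFP aggregate spots per cell after agonist stimulation; plate controls were LPI-stimulated DMSO wells for no effect and DMSO wells without LPI for full effect; some results filed as inactive read as strong as hits; confirmed hits need IC50 under 10 µM and bright autofluorescent wells are also inconclusive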
GPR35 arrestin U2OS – GPR35 antagonists blocking zaprinast-driven arrestin recruitment, primary screen, imaging, U2OS, beta-arrestin-GFP, zaprinast agonist (AID 2058); G-protein coupled receptor 35 (Homo sapiens); U2OS GPR35 beta-arrestin-GFP translocation imaging, zaprinast antagonism; higher % means a stronger effect; inhibition, % at 10 µM; hits with a dose series show IC50 in µM; hit rate 0.052% among 290,000;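 active means inhibition of at least 50% with at least 30 cells and total cytoplasm GFP at most 10,000,000; inconclusive means under 30 cells or total GFP of 10,000,000 plus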
KOR beta-arrestin-1 – KOR antagonists, beta-arrestin recruitment, cell-based, luminescence, uHTS (AID 1778); KOR beta-arrestin recruitment, luminescence, antagonist mode; higher % means a stronger effect; inhibition, % at 10 µM; hits with a dose series show IC50 in µM; hit rate 0.091% among 290,000; in the data active means inhibition above about 50%; further: strong numbers were not always called active
NS5 inhibitors – Dengue-2 NS5 methyltransferase inhibitors, primary screen, biochemical, confirmation dose response (AID 588689); hit rate 0.3% among 340,000; inhibition, % at 25 µM, or IC50 in µM where a hit was titrated; Dengue-2 NS5 methyltransferase capping enzyme assay, biochemical; higher % means a stronger effect; in the data active means a potency from the dose series; inconclusive means inhibition above about 29% without an active follow-up result
GPR55 beta-arrestin – GPR55 agonists via beta-arrestin recruitment, primary screen, imaging, U2OS cells, beta-arrestin-GFP redistribution (AID 1961) | activation, % at 10 µM; hits with a dose series show EC50 in µM | hit rate 0.048% among 290,000 | G-protein coupled receptor 55 (Homo sapiens) | U2OS GPR55 beta-arrestin-GFP redistribution imaging; higher % means a stronger effect;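 active means activation above 40% with more than 50 cells counted in the well; inconclusive means wells holding fewer than 50 cells, flagged as toxic or sparse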;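 further: U2OS osteosarcoma cells stably expressing GPR55 and beta-arrestin-GFP; plate controls were DMSO negative control for no effect and LPI positive control for full effect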
NOD1 NF-kB reporter – NOD1 signaling inhibitors, primary screen, cell-based, luminescence, uHTS (AID 1578). NOD1-driven NF-kB luciferase reporter cells, luminescence; higher % means a stronger effect. inhibition, % at 4 µM, or EC50 in µM where a hit was titrated. hit rate 1% among 290,000; in the data active means inhibition mostly above about 36%, no sharp cut-off; inactive means mostly below about 34%;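 further: HEK-293T reporter cells stimulated with the NOD1 agonist gamma-tri-DAP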
HIV peptide binding – inhibitors of HIV fusion peptide binding, primary screen, biochemical, uHTS, fluorescence dequenching (AID 1986) | one-dose inhibition, % at 20 µM; IC50 in µM for titrated hits | hit rate 0.3% among 290,000 | cell-free peptide binding, fluorescence dequenching, 30 min; higher % means a stronger effect; in the data active means inhibition mostly above about 52%, no sharp cut-off; inactive means mostly below about 76%; further: some results filed as inactive read as strong as hits
West Nile virus CPE – West Nile virus antiviral activity, cell-based, CPE readout (AID 1621); CPE inhibition, % at 10 µM; hits with a dose series show IC50 in µM; West Nile virus-infected cells, CPE inhibition; higher % means a stronger effect; hit rate 0.02% among 290,000; in the data active means a potency from the dose series; inconclusive means CPE inhibition mostly from about 3.7% at the one dose, without a potency; inactive means the rest, 99 in 100 with CPE inhibition below about 2.2%; further: strong numbers were not always called active
KOR beta-arrestin-2 – KOR agonists, beta-arrestin recruitment, primary screen, cell-based, luminescence, uHTS (AID 1777); KOR beta-arrestin recruitment, luminescence; higher % means a stronger effect; one-dose activation, % at 10 µM; EC50 in µM for titrated hits; hit rate 0.02% among 280,000; in the data active means activation above about 50%, passing the limit was not always enough; further: a part of the inactive calls stands beside numbers as strong as those of hits
NS5 inhibitors pilot replicate – second read-out of NS5 inhibitors, no call of its own (marks repeat the call); inhibition, %; measured here: pilot screen replicate inhibition
Active calls of the source: *; ? = inconclusive; nt = not tested or not shown; [ ] = remark or other dose. This is a subset; rates above refer to the full screens.

SMILES	GPR55 LPI antagonism	GPR35 arrestin U2OS	KOR beta-arrestin-1	NS5 inhibitors	GPR55 beta-arrestin	NOD1 NF-kB reporter	HIV peptide binding	West Nile virus CPE	KOR beta-arrestin-2	others
C=CCn1c(O)c(C=Nc2ccc(Cc3ccncc3)cc2)c(=O)[nH]c1=S	0.54µM*	10%	-5%	11%	0.3%	6%	14%	1.3%	7.4%
COc1ccc(CCNCc2sccc2C)cc1	7%	6%	-59%[20 µM]	4%	0.4%	-12%	1.3%	-0.7%	-0.8%	NS5 inhibitors pilot replicate=1.2
COC(=O)Cn1cc(/C=C2\C(=O)NC(=O)N(c3ccccc3)C2=O)c2ccccc21	-8%	3%	-66%[20 µM]	?	0.2%	6%	197%	-0.5%	-1.8%
COC(=O)c1c(C)[nH]c(C(=O)C(C)[N+]23CCN(CC2)CC3)c1C (stereo unspecified)	-3%	-7%	0%	-7%	0.0%	-24%	0.6%	0.4%	-9.4%
Cc1nc2ccccc2c(=O)n1-c1cccc([N+](=O)[O-])c1	-8%	9%	0%[20 µM]	-3%	-0.2%	-19%	2.5%	1.3%	-5.0%
CCCCn1c(NS(=O)(=O)c2ccc(C)cc2)c(C(=O)OCC)c2nc3ccccc3nc21	-1%	12%	-11%	7%	0.1%	-8%	1.7%	-0.2%	7.4%
O=C1CC(=O)N(c2ccc(Cl)cc2)C(=O)N1	1%	-1%	-66%[20 µM]	-10%	0.0%	-17%	5.7%	0.2%	2.5%
CC(C)(C)n1cc(C(=O)c2ccccc2)cc1-c1ccccc1	14%	-1%	29%	3%	0.7%	7%	-1.2%	0.7%	0.3%
c1ccc(CC(NCc2ccco2)c2ccccc2)cc1 (stereo unspecified)	24%	-12%	-48%	1%	0.0%	-7%	-1.1%	-1.1%	3.5%
CCC(=NC(C)c1ccccc1)c1c(O)[nH]c(=O)[nH]c1=O (stereo unspecified)	2%	12%	-18%	-5%	0.3%	2%	1.2%	0.9%	3.4%
CN(C)/C=C1/C(=O)NC(=O)N(CCNc2ncc(C(F)(F)F)cc2Cl)C1=O	0%	-12%	15%	-19%	0.2%	-14%	8.7%	0.4%	-3.1%
CCOP(=O)(CN(CC)CCNP(=O)(OCC)OCC)OCC	21%	-3%	-13%	nt	-0.1%	16%	-3.9%	0.2%	4.3%
COC(=O)CCCC(NC(=S)N1CC2C[C@@H](C1)Cn1c2cccc1=O)C(=O)OC (stereo partly specified)	2%	0%	-4%	5%	-0.1%	-13%	-1.8%	0.0%	-4.3%
C/C(=N\N(C)c1ccccc1)c1c(O)[nH]c(=O)[nH]c1=O	3%	12%	2%	-2%	-0.1%	-1%	-1.4%	0.3%	0.9%
CSc1cccc(NS(=O)(=O)c2ccc3c(c2)CCN3C(C)=O)c1	4%	-6%	11%	-5%	-0.1%	2.4µM*	1.4%	-0.9%	-5.4%
Cc1ccc(S(=O)(=O)N2CCCCC2)cc1NC(=O)CN1CC=C(c2ccccc2)CC1	16%	-14%	10%	-13%	1.2%	-30%	4.1%	0.4%	-1.2%
Nc1ccc2cc(Br)ccc2c1	3%	12%	-18%	-3%	-0.2%	-30%	1.8%	-0.1%	-0.4%
O=C(c1ccc(Cl)cc1)C1CCCN(Cc2ccc3c(c2)OCCO3)C1 (stereo unspecified)	15%	-14%	2%[20 µM]	-7%	-0.1%	-7%	-1.9%	1.5%	nt
Cc1ccc(-c2nc3ccc(Cl)cc3n2OC(=O)N(C)C)cc1	0%	-2%	-10%	-3%	0.0%	-22%	-1.4%	0.0%	-3.0%
CN(C(=O)c1ccco1)C1(c2ccccc2Cl)CCCCC1=O (stereo unspecified)	-5%	12%	-9%	-5%	0.3%	-3%	-2.2%	-0.3%	0.2%
CCCCCSc1cc(OC)c(CCN(C)C)cc1OC	-12%	-11%	-7%	-2%	-0.2%	-11%	0.8%	0.1%	2.8%
CN(C)CC1CSCCC1(O)c1ccc(Cl)cc1 (stereo unspecified)	-1%	-6%	8%	0%	-0.4%	-17%	1.4%	-0.4%	-3.5%
O=C1NC(=O)N(c2ccccc2)C(=O)/C1=C\c1ccccc1[N+](=O)[O-]	6%	-5%	20%	38µM*	-0.2%	-2%	3.7%	0.1%	-4.5%
CCNC(=S)NCCC1=c2ccccc2=N/C1=C\c1c(O)n(C)c(=O)n(C)c1=O	46%	28%	4%	nt	0.5%	9%	-0.6%	-0.3%	3.6%
C[C@H](O)[C@H]1CC[C@H]2[C@@H]3CCC4=CC(=O)CC[C@]4(C)[C@H]3CC[C@]12C	10%	13%	-22%	-3%	0.1%	24%	-2.5%	0.2%	-2.6%
CC(Cc1ccccc1)NCCC(=O)NC(C)Cc1ccccc1 (stereo unspecified)	-2%	-5%	6%	-7%	0.0%	-6%	1.3%	-0.9%	-1.4%
O=Cc1cn(Cc2ccccc2F)c2ccccc12	-10%	-4%	-34%	6%	-0.3%	30%	-1.4%	0.9%	7.4%
CCCCc1c(C)c(C#N)c2[nH]c3ccccc3n2c1=O	-2%	-4%	-7%	-3%	0.0%	4.1µM*	-1.6%	0.5%	-1.9%
CC1CCC(C(C)C)C(OC(=O)COC(=O)c2ccccc2N)C1 (stereo unspecified)	5%	15%	-12%	0%	0.3%	79%*	-0.6%	1.0%	4.1%
CC1CCN(CC#CCOc2ccc(Cl)cc2)CC1	9%	8%	-15%[20 µM]	-2%	-0.2%	7%	1.1%	-0.4%	0.1%	NS5 inhibitors pilot replicate=-2.7
COc1ccc(CN(C)S(=O)(=O)c2nnc(NC(=O)c3cccc(F)c3)s2)cc1	-8%	-3%	-24%	-6%	0.2%	1.8µM*	7.4%	0.7%	9.6%
CCc1cc2c(s1)NC(=O)CN=C2c1cccs1	1%	21%	10%	-5%	-0.2%	12%	0.0%	0.1%	5.9%
COc1ccc2[nH]cc(CCN)c2c1	-1%	-4%	-31%	-3%	-0.1%	-42%	1.2%	-0.4%	2.4%
O=C1NC(=O)N(c2ccc3c(c2)OCO3)C(=O)/C1=C/c1cccs1	36%	-11%	-36%	7%	0.4%	24%	12%	nt	-2.2%
COC(=O)[C@]1(C)C[C@H]1[C@H](NP(=O)(c1ccccc1)c1ccccc1)c1ccccc1	2%	-10%	-3%	0%	-0.2%	-18%	1.2%	-0.1%	-0.8%
COc1ccccc1N(CC(=O)NC1CCCC1)C(=O)c1cnn(C(C)C)c1	13%	-12%	-22%	-7%	-0.4%	-34%	2.5%	0.1%	1.4%
COc1ccc(CNCCc2ccc(Cl)cc2)c(OC)c1OC	14%	5%	-37%[20 µM]	-4%	-0.1%	-4%	2.0%	-1.1%	1.6%
CCCCCCNc1nc(OC)nc(N2CC3CC(C2)c2cccc(=O)n2C3)n1 (stereo unspecified)	3%	7%	-14%	-2%	-0.8%	-38%	0.3%	-1.4%	-0.3%
CN(C)c1nc(OCCNC(=O)COc2ccc(Cl)cc2Cl)nc(N2CCCCC2)n1	4%	13%	20%	-1%	0.2%	-17%	2.1%	-0.5%	-8.6%
COc1cc([C@@H]2c3cc4c(cc3[C@@H](OC)[C@H]3COC(=O)[C@H]23)OCO4)cc(OC)c1O	-10%	-5%	-40%	1%	-0.1%	13%	-4.0%	0.1%	1.2%
CNC(=O)N(C)c1nnc(C(C)(C)C)s1	3%	0%	10%	-6%	0.0%	-16%	-1.1%	0.1%	-2.3%
CC(C)CN1CCN(Cc2c(F)cccc2Cl)CC1CCO (stereo unspecified)	14%	0%	-14%[20 µM]	-6%	-0.2%	-10%	1.0%	-0.8%	-3.8%
O=C(c1ccc(Cn2c(=S)[nH]c3ccccc3c2=O)cc1)N1CCN(c2ccccn2)CC1	1%	-15%	-13%	3%	-0.1%	9µM*	-1.8%	-1.0%	-3.1%
Cn1c(O)c(C=NCCCNC2CCCCC2)c(=O)n(C)c1=O	6%	0%	17%	-1%	-0.1%	-34%	-0.3%	0.2%	-4.2%
CCOC(=O)C(O)(c1cn(C)c2ccccc12)C(F)(F)F (stereo unspecified)	6%	27%	17%	-1%	-0.1%	11%	1.8%	-0.2%	-3.8%
Cn1c(=O)cc(SCC(=O)N2CCC3(CC2)OCCO3)c2ccc(Cl)cc21	9%	-5%	9%	0%	0.6%	-2%	-1.0%	3.0%	7.1%
CCc1cc(=O)oc2c(C)c(OCC(=O)N3C[C@H]4C[C@@H](C3)c3cccc(=O)n3C4)ccc12	8%	-6%	4%[20 µM]	-3%	0.9%	-21%	1.3%	-0.1%	-2.6%
COc1ccc(CCNc2oc(COc3ccccc3Cl)nc2C#N)cc1OC	7%	-5%	9%	-1%	-0.1%	14µM*	3.0%	0.6%	1.1%
CC1(C)CC(n2[nH]c(=O)c3c2NC(=O)CSC3c2ccccc2)CCO1 (stereo unspecified)	21%	14%	10%	1%	0.0%	-26%	-0.1%	0.4%	-3.3%
CO[C@H]1[C@@H](OC)CC(OC2OC(CO)C(O)C(O)C2O)/C(=C\C#N)[C@@H]1O (stereo partly specified)	-4%	5%	-40%	0%	0.1%	46%	1.1%	0.0%	2.7%

Structures listed so far that contain a carbonyl joined to an NH by a bond outside any ring:
SMILES	GPR55 LPI antagonism	GPR35 arrestin U2OS	KOR beta-arrestin-1	NS5 inhibitors	GPR55 beta-arrestin	NOD1 NF-kB reporter	HIV peptide binding	West Nile virus CPE	KOR beta-arrestin-2	others
Cc1ccc(S(=O)(=O)N2CCCCC2)cc1NC(=O)CN1CC=C(c2ccccc2)CC1	16%	-14%	10%	-13%	1.2%	-30%	4.1%	0.4%	-1.2%
CC(Cc1ccccc1)NCCC(=O)NC(C)Cc1ccccc1 (stereo unspecified)	-2%	-5%	6%	-7%	0.0%	-6%	1.3%	-0.9%	-1.4%
COc1ccc(CN(C)S(=O)(=O)c2nnc(NC(=O)c3cccc(F)c3)s2)cc1	-8%	-3%	-24%	-6%	0.2%	1.8µM*	7.4%	0.7%	9.6%
COc1ccccc1N(CC(=O)NC1CCCC1)C(=O)c1cnn(C(C)C)c1	13%	-12%	-22%	-7%	-0.4%	-34%	2.5%	0.1%	1.4%
CN(C)c1nc(OCCNC(=O)COc2ccc(Cl)cc2Cl)nc(N2CCCCC2)n1	4%	13%	20%	-1%	0.2%	-17%	2.1%	-0.5%	-8.6%
CNC(=O)N(C)c1nnc(C(C)(C)C)s1	3%	0%	10%	-6%	0.0%	-16%	-1.1%	0.1%	-2.3%

Screening data as filed in PubChem.
